Screening results: PubChem BioAssay, several laboratories
Pemphigus Ab inh – inhibitors of pemphigus antibody binding to human desmoglein-3; binding (percent of control), % at 10 µM; 310,000 tested, 0.48% active; DSG3-coupled beads, scFv-anti-DSG3-GFP binding, flow cytometry; active compounds read low;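 active = binding more than 3 SD below its plate's average and above zero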;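 also: hits lower antibody fragment binding to DSG3; some compounds called inactive have numbers as strong as hits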
CAL PDZ FP-1 – blocks peptide binding to the human CAL PDZ domain | Q9HD26 | purified CAL PDZ, TMR-peptide fluorescence polarization, 1 h | inhibition, % at 24.9 µM | 300,000 tested, 0.92% active | AID 602252;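 active = mean inhibition of at least 30% with at least half of replicates also reaching 30%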;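 also: 0% = DMSO neutral control and 100% = excess unlabeled competitor peptide PRC23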
CAL PDZ FP-2 – inhibitors of human CAL PDZ peptide binding; Q9HD26; purified CAL PDZ, TMR-peptide fluorescence polarization, 1 h; inhibition, % at 20 µM; 330,000 tested, 0.02% active; AID 504414;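 active = highest replicate inhibition of at least 40%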;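 also: plate controls were DMSO neutral control wells for no effect and unlabeled competitor peptide control wells for full effect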
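material = purified tagged CAL PDZ domain construct (CerCALP) | compound dosing = 20 µM, one dose | times = 1 h at RT | measured by = fluorescence polarization from S- and P-plane intensities, G-factor corrected | read-out = inhibition from polarization loss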
Arr AP2 block – human beta-arrestin and AP2 interaction inhibition; FITC-arrestin peptide / GST-AP2 beads, flow cytometry; AP2 beta2 appendage carries R879A mutation; AID 504490; inhibition, % at 10 µM; 340,000 tested, 0.31% active;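 active = inhibition above a set limit, near 3 SD of compounds lacking own fluorescence, cut at about 54% in these data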;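 also: plate controls were DMSO wells for no effect and 5 µM unlabelled arrestin peptide for full effect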
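System: GST-AP2 R879A glutathione beads; medium: PBS, Tween 20 0.05%, BSA 0.1%; reagent: fluorescein-tagged arrestin peptide at 50 nM final; schedule: pre-incubation 12 min, peptide binding 1 h, room temperature; detection: flow cytometry, FL1 (488/535 nm); read-out: inhibition as reduced fluorescein signal on beads, percent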
C-LANA FP – KSHV C-LANA DNA binding inhibition; MBP-C-LANA/FAM-LBS DNA binding, fluorescence polarization; inhibition, % at 9 µM; 340,000 tested, 0.078% active; AID 504423;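 active = highest replicate inhibition at or above 60% at 9 µM, even if other replicates fall short; inactive = all replicates below 60% inhibition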;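 also: 0% = neutral control wells and 100% = 4 µM acridine orange control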
NSD2 inh – NSD2 (human) methyltransferase inhibition; O96028; 310,000 tested, 0.54% active; inhibition, % at 12.5 µM; NSD2 peptide methylation, AlphaScreen, 120 min; in the data active = inhibition above about 50%
Keap1-Nrf2 PPI – inhibitors of human Keap1-Nrf2 protein-protein interaction; Q14145; Keap1 Kelch-Nrf2 peptide fluorescence polarization, 1536-well; inhibition, % at 9.4 µM; 340,000 tested, 0.15% active; AID 504523; in the data active = inhibition above about 12%;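 also: human Keap1 Kelch domain with fluorescein labeled Nrf2 9mer peptide probe; 0% = neutral control wells and 100% = peptide positive control; higher means more block of Keap1 binding to Nrf2 peptide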
RTF Ca sens inh – cardiac RTF calcium desensitization | P19429+P45379 | IANBD-labeled cardiac RTF, Ca2+ fluorescence | inhibition, % at 7.15 µM | 340,000 tested, 0.12% active | AID 493244;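 active = inhibition above the mean inhibition of all tested compounds plus 3 SD, cut at about 17% in these data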;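 also: assay run at fixed EC70 calcium of 1.6 mM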
DAGLB inhibitor – diacylglycerol lipase beta (human) inhibition; Q8NCG7; HEK293T DAGLB membrane lysate, EnzChek fluorogenic substrate; inhibition, % at 5.17 µM; 340,000 tested, 0.059% active; AID 504411; in the data active = inhibition above about 34%;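 also: 0% = enzyme with vehicle and 100% = wells lacking enzyme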
Target sequence (Q8NCG7 whole entry, looked up): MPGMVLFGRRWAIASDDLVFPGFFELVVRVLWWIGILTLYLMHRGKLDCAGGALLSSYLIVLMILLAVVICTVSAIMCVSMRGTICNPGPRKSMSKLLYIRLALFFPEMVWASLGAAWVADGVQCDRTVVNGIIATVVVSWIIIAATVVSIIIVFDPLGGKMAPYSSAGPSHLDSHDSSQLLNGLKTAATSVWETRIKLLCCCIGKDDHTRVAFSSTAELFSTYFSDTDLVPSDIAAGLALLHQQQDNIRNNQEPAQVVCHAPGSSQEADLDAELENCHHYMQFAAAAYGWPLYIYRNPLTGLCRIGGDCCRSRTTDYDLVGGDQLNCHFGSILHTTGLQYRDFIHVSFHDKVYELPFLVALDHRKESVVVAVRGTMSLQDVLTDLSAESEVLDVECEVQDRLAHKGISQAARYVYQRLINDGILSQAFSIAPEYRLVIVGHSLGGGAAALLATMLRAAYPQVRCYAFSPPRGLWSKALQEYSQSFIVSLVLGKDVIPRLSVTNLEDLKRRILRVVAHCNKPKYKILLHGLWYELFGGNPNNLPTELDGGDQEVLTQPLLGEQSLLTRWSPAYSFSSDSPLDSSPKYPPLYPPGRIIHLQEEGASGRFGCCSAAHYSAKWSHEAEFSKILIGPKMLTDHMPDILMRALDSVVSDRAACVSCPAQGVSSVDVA
V-ATPase pH – yeast V-ATPase proton transport regulation by pHLuorin. S. cerevisiae, pHLuorin cytosolic pH fluorescence. response, % at 10 µM. 350,000 tested, 0.37% active; in the data active = response mostly above about 7.3%, no sharp cut-off; inactive = mostly below about 5.4%; also: actives read high; inactives centre near 0; some compounds called inactive have numbers as strong as hits; reference of the scale not given here
Starred values were filed as active, the others as inactive; · = no result given. An excerpt (hit frequency here may not be typical).

#	compound	Pemphigus Ab inh	CAL PDZ FP-1	CAL PDZ FP-2	Arr AP2 block	C-LANA FP	NSD2 inh	Keap1-Nrf2 PPI	RTF Ca sens inh	DAGLB inhibitor	V-ATPase pH
1	CC1(c2nnc(-c3cccc(Cl)c3)o2)CC(c2cccc([N+](=O)[O-])c2)=NO1 (centres undefined)	101	-4	-2.5	-1	-0.8	·	-4	-12	-2	-2
2	CC(c1ccon1)N(C)C(=O)c1ccc(OC2CCN(C(=O)C3CC3)CC2)cc1 (centres undefined)	104	-3	0.3	-4	-1.2	-1	0	-4	-1	0
3	NC(=S)NN=C1CCC(C2CCCCC2)CC1 (centres undefined)	89	-4	0.0	4	-1.1	6	-2	0	-1	4
4	CC1CCCN(CCCNC(=O)CN2C(=O)COc3ccc(S(=O)(=O)N4CCOCC4)cc32)C1 (centres undefined)	·	-4	-0.9	15	-0.3	-3	-3	3	-2	1
5	CSc1nnc(NC(=O)CCc2ccccc2)s1	·	2	-0.3	-11	-0.4	0	0	4	-2	0
6	O=S(=O)(Cc1ccc(Cl)cc1)c1ncc(CO)n1Cc1ccccc1	102	·	-1.1	-1	0.4	2	5	7	-3	-3
7	CCOc1cc(/C=C2/SC(=S)N(CC(=O)O)C2=O)ccc1OC(=O)c1cccs1	89	-3	-2.6	11	-0.9	12	0	-8	9	-4
8	COc1cc(/C=C(/C(=O)O)c2ccc(-c3ccccc3)cc2)cc(OC)c1OC	·	-6	-3.7	-5	0.0	6	1	-11	4	-4
9	CCC(SC1=Nc2ccccc2C2=NC(CC(C)C)C(=O)N12)C(=O)Nc1ccc2c(c1)OCO2 (centres undefined)	·	5	0.9	1	-0.4	-1	0	-15	3	1
10	Cc1ccc2nc(-c3ccccc3)cc(C(=O)N3CCN(c4ccccc4O)CC3)c2c1	84	0	-2.8	-2	-1.3	1	0	-7	-1	-1
11	Cc1nc2ccc(NC(=O)c3ccccc3)cc2c(=O)n1Cc1ccc(F)cc1	101	·	·	·	·	-1	·	·	2	0
12	CC(C)=CCc1c2c(c3occ(-c4ccc(O)c(O)c4)c(=O)c3c1O)C=CC(C)(C)O2	90	-2	-2.6	18	0.1	1	-2	3	8	-3
13	CC(C)[C@H](NC(=O)C1CCN(S(=O)(=O)c2ccc(F)cc2)CC1)C(=O)NCc1ccncc1	86	2	-0.9	-4	-0.4	-2	0	-9	3	1
14	COc1cccc(-c2cc(C(=O)NCc3ccco3)c3ccccc3n2)c1	125	-1	-3.6	32	1.3	1	3	-9	1	7
15	COc1ccc(-n2c(SCC(=O)NCCC(C)C)nc3ccsc3c2=O)cc1	106	·	-0.4	-4	-1.6	-2	-4	-3	-2	2
16	CCOC(=O)c1cnn(-c2cccc(Cl)c2)c1N	101	0	-0.4	33	0.2	-4	-3	-3	-1	-2
17	COc1ccc(OC)c(NC(=O)CCN2C(=O)c3cccc([N+](=O)[O-])c3C2=O)c1	109	3	0.2	3	2.3	-2	0	1	2	-3
18	Cc1ccc(C(=O)c2ccccc2C(=O)OCC(=O)NCC2CCCO2)cc1 (centres undefined)	94	-4	-0.1	11	1.2	1	3	-15	0	0
19	CCOc1cccc(Nc2ccc([N+](=O)[O-])cn2)c1	124	2	0.3	7	-0.8	0	1	0	0	-3
20	CC(=O)NCCC1CCCCN1C(=O)c1cc(COc2cc(C)ccc2C)on1 (centres undefined)	100	-3	-3.4	21	0.9	0	1	1	-3	5
21	CCOC(=O)C1C(C(=O)OCC)C1(c1ccccc1)c1ccccc1 (centres undefined)	91	3	-0.4	-5	-0.7	4	1	-2	-10	-3
22	NC(=O)c1cc2ccccc2o/c1=N\NC(=O)c1ccccc1O	99	-1	-0.4	43	-4.9	34	-3	-4	-8	-128
23	O=C(CNC(=S)N(CCCN1CCOCC1)Cc1cccs1)N1CCCCCC1	98	-5	-0.4	39	0.2	-4	-1	5	-2	0
24	O=C(O)COc1ccccc1/C=N/NC(=O)CSc1nc2ccccc2n1Cc1ccccc1	102	-6	-2.7	-2	0.7	28	0	13	6	1
25	Cc1cccc(-c2cccc(NC(=O)C3CCCN(C(=O)c4ocnc4C)C3)c2)c1 (centres undefined)	111	1	-0.4	0	-0.7	0	-4	-5	-2	2
26	COC(=O)c1cc(-c2c(C)oc3cc(O)ccc3c2=O)c(C)o1	100	-2	-2.5	-9	-0.1	6	0	-3	-1	-2
27	NC(=O)CC(NC(=O)Cc1cccc2ccccc12)c1ccc(NC2CCCC2)c([N+](=O)[O-])c1 (centres undefined)	98	-2	-0.9	-1	0.1	·	-1	3	4	3
28	Cc1cc(Cl)cc(C)c1OCCn1ccnc1	99	-5	·	-3	0.1	5	-3	-8	-2	2
29	CC1CCC(NC(=O)COc2ccccc2C(N)=O)CC1 (centres undefined)	93	·	-0.5	3	-1.4	2	3	-8	-5	5
30	OC1COC(O)C(O)C1O (centres undefined)	111	-1	-0.2	21	-1.1	·	2	-2	1	-3
31	O=C(COc1ccccc1[N+](=O)[O-])N/N=C/c1ccc(O)c([N+](=O)[O-])c1	100	-2	-0.2	15	0.1	3	6	-15	4	-1
32	O=C1CC/C=C\C[C@@H](CC(=O)N(CCO)Cc2ccccc2)C(=O)N[C@H](Cc2ccccc2)CO1	99	0	0.3	·	2.7	·	-1	0	-3	-2
33	COc1ccc(CSc2nc3nc(C)cc(C)n3n2)cc1F	104	-12	-0.4	16	0.0	-2	-5	-1	-6	0
34	O=C(CSc1ccc(F)cc1)Nc1nnc(-c2ccco2)o1	105	-1	-2.0	6	1.0	0	-2	-5	0	2
35	O=C(CCNS(=O)(=O)c1ccc(OC(F)(F)F)cc1)NC1CC1	122	0	0.6	32	-1.2	1	3	2	0	-1
36	O=C1C2CCCCN2C(=O)N1CCCN1CCN(c2cccc(C(F)(F)F)c2)CC1 (centres undefined)	149	-4	-1.1	4	-0.4	1	-2	2	0	0
37	CCN(CC(=O)Nc1c(F)cccc1F)C(=O)c1cc(S(=O)(=O)N(CC)CC)ccc1N1CCCCC1	104	0	-0.3	38	-1.1	-3	-2	-1	5	-2
38	CCc1ccc(NC(=O)C(C)OC(=O)c2ccc(N3CCCC3)c([N+](=O)[O-])c2)cc1 (centres undefined)	107	7	-2.4	16	0.0	-1	3	-4	-5	1
39	Cc1csc(SCC(=O)N(C)c2c(N)n(Cc3ccccc3)c(=O)[nH]c2=O)n1	100	-1	-3.2	26	-0.1	-4	-2	-2	0	4
40	COc1cccc(C(=O)NNC(=O)c2ccc(NS(=O)(=O)c3cccs3)cc2)c1OC	103	-2	-1.6	20	-1.5	-2	3	1	-1	-1

From no. 4 as far as 14, as listed above:
#	compound	Pemphigus Ab inh	CAL PDZ FP-1	CAL PDZ FP-2	Arr AP2 block	C-LANA FP	NSD2 inh	Keap1-Nrf2 PPI	RTF Ca sens inh	DAGLB inhibitor	V-ATPase pH
4	CC1CCCN(CCCNC(=O)CN2C(=O)COc3ccc(S(=O)(=O)N4CCOCC4)cc32)C1 (centres undefined)	·	-4	-0.9	15	-0.3	-3	-3	3	-2	1
5	CSc1nnc(NC(=O)CCc2ccccc2)s1	·	2	-0.3	-11	-0.4	0	0	4	-2	0
6	O=S(=O)(Cc1ccc(Cl)cc1)c1ncc(CO)n1Cc1ccccc1	102	·	-1.1	-1	0.4	2	5	7	-3	-3
7	CCOc1cc(/C=C2/SC(=S)N(CC(=O)O)C2=O)ccc1OC(=O)c1cccs1	89	-3	-2.6	11	-0.9	12	0	-8	9	-4
8	COc1cc(/C=C(/C(=O)O)c2ccc(-c3ccccc3)cc2)cc(OC)c1OC	·	-6	-3.7	-5	0.0	6	1	-11	4	-4
9	CCC(SC1=Nc2ccccc2C2=NC(CC(C)C)C(=O)N12)C(=O)Nc1ccc2c(c1)OCO2 (centres undefined)	·	5	0.9	1	-0.4	-1	0	-15	3	1
10	Cc1ccc2nc(-c3ccccc3)cc(C(=O)N3CCN(c4ccccc4O)CC3)c2c1	84	0	-2.8	-2	-1.3	1	0	-7	-1	-1
11	Cc1nc2ccc(NC(=O)c3ccccc3)cc2c(=O)n1Cc1ccc(F)cc1	101	·	·	·	·	-1	·	·	2	0
12	CC(C)=CCc1c2c(c3occ(-c4ccc(O)c(O)c4)c(=O)c3c1O)C=CC(C)(C)O2	90	-2	-2.6	18	0.1	1	-2	3	8	-3
13	CC(C)[C@H](NC(=O)C1CCN(S(=O)(=O)c2ccc(F)cc2)CC1)C(=O)NCc1ccncc1	86	2	-0.9	-4	-0.4	-2	0	-9	3	1
14	COc1cccc(-c2cc(C(=O)NCc3ccco3)c3ccccc3n2)c1	125	-1	-3.6	32	1.3	1	3	-9	1	7
